Screening results (PubChem BioAssay)
PP1 counter: counter-screen for PP5 inhibitors: inhibitors of human PP1-alpha; P62136; purified PP1alpha, OMFP fluorescence; inhibition, % at 6.7 µM; 320,000 tested, 0.9% active; AID 2235;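 active = inhibition above the mean inhibition of all tested compounds plus 3 SD, computed separately for each screening campaign, cut at about 15% in these data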
Target sequence (P62136 whole entry, looked up): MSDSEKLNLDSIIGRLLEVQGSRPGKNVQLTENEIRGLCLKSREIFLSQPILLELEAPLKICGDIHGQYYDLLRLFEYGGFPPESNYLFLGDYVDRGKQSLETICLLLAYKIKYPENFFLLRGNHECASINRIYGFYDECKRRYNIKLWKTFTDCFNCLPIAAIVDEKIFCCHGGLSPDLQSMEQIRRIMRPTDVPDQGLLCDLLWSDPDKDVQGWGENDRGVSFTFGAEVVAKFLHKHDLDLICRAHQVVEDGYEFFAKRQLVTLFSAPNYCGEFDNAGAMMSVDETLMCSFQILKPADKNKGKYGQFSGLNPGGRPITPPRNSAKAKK
LYPLA2 counter: LYPLA2 (human) inhibition in PME1 counter-screen; recombinant LYPLA2, FP-Rh probe fluorescence polarization; O95372; inhibition, % at 5.9 µM; 320,000 tested, 0.38% active;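 active = inhibition above the screen-wide mean plus 3 SD, limit set per campaign, cut at about 26% in these data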;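 note: 0% = LYPLA2 with DMSO and 100% = wells lacking LYPLA2 enzyme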
Target sequence (O95372 whole entry, looked up): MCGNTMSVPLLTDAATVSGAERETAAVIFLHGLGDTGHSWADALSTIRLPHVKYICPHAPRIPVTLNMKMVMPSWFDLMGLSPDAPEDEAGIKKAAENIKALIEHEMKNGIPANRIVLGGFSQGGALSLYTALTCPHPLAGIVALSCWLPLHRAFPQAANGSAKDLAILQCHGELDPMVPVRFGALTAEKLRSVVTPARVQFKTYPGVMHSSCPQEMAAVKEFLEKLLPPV
CTSL1 counter: counter-screen for PFM18AAP inhibitors: inhibitors of F. hepatica cathepsin L1; inhibition, % at 5.96 µM; 300,000 tested, 0.49% active; recombinant F. hepatica cathepsin L1, Z-Leu-Arg-MCA fluorescence;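 active = inhibition above the mean of all tested compounds plus 3 SD, set per screening campaign, cut at about 17% in these data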;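 note: 0% = plate median of test compound wells and 100% = 1 µM Z-Phe-Ala-diazomethylketone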
PP5 inh: blocks human protein phosphatase 5 activity; P53041; purified PP5c, OMFP substrate fluorescence; inhibition, % at 6.7 µM; 320,000 tested, 0.18% active; AID 1987;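 active = inhibition above the campaign's mean inhibition across all tested compounds plus 3 SD, cut at about 9.5% in these data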;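 note: 0% = DMSO only and 100% = 100 µM cantharidin control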
TPT1 inhibitor: inhibitors of Candida albicans tRNA 2'-phosphotransferase TPT1. recombinant caTPT1, FP RNA substrate dephosphorylation. inhibition, % at 5 µM. 300,000 tested, 0.81% active. AID 1962;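 active = inhibition above the mean of all tested compounds plus 3 SD, set per screening campaign, cut at about 24% in these data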;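 note: plate controls were DMSO alone for no effect and ferristatin control at 100 nM for full effect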
PREPL inh: inhibits the human prolyl oligopeptidase-like enzyme. Q4J6C6. recombinant PREPL, fluorescence polarization activity-based probe. inhibition, % at 5.96 µM. 320,000 tested, 0.68% active. AID 2751; in the data active = inhibition above about 43%;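 note: 0% = enzyme with DMSO and 100% = wells lacking enzyme; many of its hits are not listed in these tables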
HCV core dimer: blocks dimerization of HCV core protein | 300,000 tested, 0.33% active | TR-FRET GST/Flag-core106 dimerization, 1536-well | AID 1899 | inhibition, % at 5 µM;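 active = inhibition above the mean of all tested compounds plus 3 SD, set per screening campaign, cut at about 45% in these data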
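System: GST-tagged and Flag-tagged HCV core protein residues 1-106 / Input: core106 proteins, GST 13.5 nM and Flag 17 nM / Buffer or medium: KF-containing HEPES buffer, pH 7.45, DTT, CHAPS, BSA / Probe or stimulus: Eu-anti-GST and XL665-anti-Flag labelled anti-tag antibodies / Schedule: 4 h, 22.5 °C incubation / Technique: TR-FRET 671 and 617 nm emission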
Efflux pump inh: blocks antifungal efflux pumps in multiplex yeast assay | inhibition, % at 10 µM | S. cerevisiae Candida pump triplex, Nile Red efflux | 330,000 tested, 0.44% active;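 active = plate passing quality check with inhibition over a set limit, or well fluorescence over plate mean plus 4 SD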;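 note: Nile Red retained in pooled yeast measured as flow cytometry median fluorescence; 0% = buffer negative control and 100% = Enniatin B positive control; higher means more Nile Red kept so more efflux inhibition; some compounds called inactive have numbers as strong as hits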
GASC-1 inh: human JMJD2C demethylase inhibition; 330,000 tested, 0.069% active; GST-JMJD2C(1-420) H3K9me3 demethylation, DELFIA europium; AID 2099; Q9H3R0; inhibition, % at 2.35 µM;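 active = more than half of a compound's replicate wells show inhibition beyond 50%, single wells judged on their own value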;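 note: signal counts dimethyl H3K9 product captured on neutravidin plate; 0% = median of DMSO wells and 100% = 0.3 times that DMSO median; strong numbers were not always called active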
Target sequence (Q9H3R0 1-420 limits assumed): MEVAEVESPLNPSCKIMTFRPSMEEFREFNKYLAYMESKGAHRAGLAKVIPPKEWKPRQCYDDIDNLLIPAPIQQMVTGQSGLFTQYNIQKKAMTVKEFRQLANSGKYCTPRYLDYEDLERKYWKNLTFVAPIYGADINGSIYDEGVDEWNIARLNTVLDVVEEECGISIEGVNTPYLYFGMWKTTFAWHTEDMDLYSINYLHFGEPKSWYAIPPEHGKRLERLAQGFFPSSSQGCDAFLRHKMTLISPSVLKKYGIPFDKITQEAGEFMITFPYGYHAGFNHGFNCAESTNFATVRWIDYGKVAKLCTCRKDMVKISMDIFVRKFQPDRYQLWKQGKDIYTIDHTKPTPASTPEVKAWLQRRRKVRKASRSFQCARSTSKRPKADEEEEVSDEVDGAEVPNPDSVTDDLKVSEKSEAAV
Starred values were filed as active, the others as inactive; x = no result given. These rows are one share of the data, so the mix of outcomes need not match the whole.

A first look:
SMILES	PP1 counter	LYPLA2 counter	CTSL1 counter	PP5 inh	TPT1 inhibitor	PREPL inh	HCV core dimer	Efflux pump inh	GASC-1 inh
Cc1ccc(S(=O)(=O)N2CCCCC2)cc1NC(=O)COC(=O)c1ccccc1F	0	-4	-3	-0.9	-2	17	5	0.0	4
CN(C)CCNC(=O)CNC(=S)N(Cc1ccccc1)Cc1cccnc1	-3	-1	0	-1.4	-2	-9	0	0.1	-2
Cc1ccc(C(=O)N2CCN(S(C)(=O)=O)C2)cc1	-3	6	0	1.2	-7	-3	2	0.0	-1
Cc1ccc(S(=O)(=O)N2CCOCC2)cc1C(=O)NC1CCSc2ccccc21 (stereo not given)	0	2	0	1.2	-3	9	5	0.2	-4
Cc1ccccc1C(=O)N1N=C(c2cccc(NS(C)(=O)=O)c2)CC1c1cccs1 (stereo not given)	-4	-1	1	0.8	2	8	-5	0.3	9

Results, from the first entry:
SMILES	PP1 counter	LYPLA2 counter	CTSL1 counter	PP5 inh	TPT1 inhibitor	PREPL inh	HCV core dimer	Efflux pump inh	GASC-1 inh
Cc1ccc(S(=O)(=O)N2CCCCC2)cc1NC(=O)COC(=O)c1ccccc1F	0	-4	-3	-0.9	-2	17	5	0.0	4
CN(C)CCNC(=O)CNC(=S)N(Cc1ccccc1)Cc1cccnc1	-3	-1	0	-1.4	-2	-9	0	0.1	-2
Cc1ccc(C(=O)N2CCN(S(C)(=O)=O)C2)cc1	-3	6	0	1.2	-7	-3	2	0.0	-1
Cc1ccc(S(=O)(=O)N2CCOCC2)cc1C(=O)NC1CCSc2ccccc21 (stereo not given)	0	2	0	1.2	-3	9	5	0.2	-4
Cc1ccccc1C(=O)N1N=C(c2cccc(NS(C)(=O)=O)c2)CC1c1cccs1 (stereo not given)	-4	-1	1	0.8	2	8	-5	0.3	9
COc1cc(/C=N\NC(=O)c2cccc(Cl)c2)ccc1Oc1ccc([N+](=O)[O-])cn1	-2	-9	1	-0.8	0	-33	14	0.0	6
CC[C@H](C)[C@@H](CN[C@H](CCCCNC)CNC)NCC1CCCC1	-1	-8	-3	1.1	-1	20	-1	0.1	-10
N#C/C(=C/c1ccc(-c2ccccc2)o1)c1nc(-c2cccs2)cs1	1	-8	2	0.9	131*	4	2	2.3	-6
Cc1ccc(C)c(N2CCN(C3CCCCC3NS(=O)(=O)c3ccccc3)CC2)c1 (stereo not given)	-3	8	0	-1.2	2	-1	5	0.0	-2
CNC(=O)c1c[nH]c2ccc(S(=O)(=O)Nc3ccccc3F)cc2c1=O	0	-10	10	1.7	3	5	-10	-0.1	0
COc1ccc([N+](=O)[O-])cc1NC(=O)c1ccc(CN(c2ccccc2)S(C)(=O)=O)cc1	-2	3	0	1.3	-3	-1	0	-0.2	-2
CC(=O)NCCNc1nc2c(-c3cccc(C(F)(F)F)c3)nnn2c2ccccc12	-1	4	-3	2.9	2	5	24	-0.1	-2
CCOC(=O)CN(C(=O)CSc1nnc(COc2ccc(OC)cc2)n1CC)c1ccccc1	-2	-5	-2	-0.1	0	4	8	0.0	1
O=C1C(=O)N(CC2COc3ccccc3O2)c2ccccc21 (stereo not given)	18*	0	-9	0.4	-1	-4	8	-0.2	-12
Cc1nc2cc(N3CCOCC3)c(NC(=O)C3CC3)cc2c(=O)n1Cc1ccccc1	-1	1	0	0.1	-1	-11	2	0.0	-8
COc1ccc(-c2nn(-c3ccccc3)cc2C(=O)O)cc1	2	0	1	1.1	0	-9	-8	0.3	-9
CC1CN(S(=O)(=O)c2cccc(C(=O)OCC(=O)Nc3ccc4c(c3)OCO4)c2)CC(C)O1 (stereo not given)	2	7	-3	-1.6	-4	13	6	0.0	x
COCCN(C(=O)c1snc(C(N)=O)c1N)C(C(=O)NC1CCCCC1)c1ccc(F)cc1 (stereo not given)	5	4	1	6.7	-1	-10	-6	0.7	-8
CS(=O)(=O)N1CCN(c2ccc([N+](=O)[O-])c(NCc3cccnc3)c2)CC1	-1	2	4	1.2	-2	4	3	0.0	-6
CC(C)CC(=O)N1CCN(Cc2ccc(Cl)cc2)CC1	2	4	-4	4.2	-3	-5	8	0.0	2

One compound at a time, from the list above.
CC(=O)NCCNc1nc2c(-c3cccc(C(F)(F)F)c3)nnn2c2ccccc12 across the screens: PP1 counter = -1; LYPLA2 counter = 4; CTSL1 counter = -3; PP5 inh = 2.9; TPT1 inhibitor = 2; PREPL inh = 5; HCV core dimer = 24; Efflux pump inh = -0.1; GASC-1 inh = -2
COc1cc(/C=N\NC(=O)c2cccc(Cl)c2)ccc1Oc1ccc([N+](=O)[O-])cn1 across the screens: PP1 counter = -2; LYPLA2 counter = -9; CTSL1 counter = 1; PP5 inh = -0.8; TPT1 inhibitor = 0; PREPL inh = -33; HCV core dimer = 14; Efflux pump inh = 0.0; GASC-1 inh = 6

Continued:
SMILES	PP1 counter	LYPLA2 counter	CTSL1 counter	PP5 inh	TPT1 inhibitor	PREPL inh	HCV core dimer	Efflux pump inh	GASC-1 inh
COc1ccc(C(=O)C2CN(c3ccccc3)CC2c2ccc(Cl)cc2)cc1 (stereo not given)	0	2	2	0.8	-8	-4	0	0.0	0
Cc1c(C(=O)Nc2nccs2)oc2ccc(F)cc12	0	0	x	-1.2	x	-1	x	-0.3	-1
Cc1ccc(S(=O)(=O)CC(=O)N2CCCCCC2)cc1	2	1	-1	0.2	2	5	-6	0.0	-5
COc1ccccc1C(=O)Nc1ccc(S(=O)(=O)N2CCCCC2)cc1	7	-2	-4	3.5	-2	0	-1	0.0	-7
Cc1ccc(-c2ccc(SCC(=O)Nc3ccc4c(c3)OCCO4)nn2)cc1	38*	-3	-1	1.8	-2	35	-7	-0.1	-26
CC[n+]1ccc(/C=C/c2c[nH]c3ccccc23)cc1	-4	-5	0	0.3	64*	-5	-20	2.3*	-1
COCCNC(=S)N(CCN(C)C)Cc1cc2cc3c(cc2[nH]c1=O)OCO3	0	6	-1	1.5	0	3	-9	0.2	-2
O=C(NCCc1ccccc1)C1CCN(C2CCN(C(=O)CC3=CCCCC3)CC2)CC1	0	4	0	-0.2	-1	18	-7	-0.2	-2
CCc1nnc(NC(=O)CSc2nnc(-c3ccccc3OC)n2-c2ccc(C)cc2)s1	-7	-5	-1	2.2	-2	3	20	0.0	3
O=C(CSc1ccc(-c2cccs2)nn1)Nc1ccccc1F	3	16	8	0.5	1	-10	10	0.0	11
Cc1ccc(NC(=O)C2CC(=O)N/C(=N/NC(=O)c3ccc(C)cc3)S2)cc1 (stereo not given)	-2	0	2	-1.6	-2	-1	3	0.1	20
COC(=O)CSc1ncnc2c1sc1nc(-c3ccco3)c3c(c12)CC(C)(C)OC3	2	0	-2	0.7	3	6	64*	-0.1	-10
O=C(N/N=C/c1cccc(O)c1)N/N=C/c1cccc(O)c1	-2	-5	0	1.4	0	-1	6	-0.1	9
CCOc1ccc(CCNC(=O)CCc2nc(-c3ccc(C)cc3)no2)cc1OCC	-5	4	3	0.5	2	-7	5	-0.1	-6
C(#CCN1CCOCC1)COC(c1ccccc1)c1ccccc1	-2	1	0	2.5	0	-2	-6	0.0	-4
O=C(CCCN1C(=O)[C@H]2CC=CC[C@H]2C1=O)NCc1nc(-c2ccc(Cl)cc2)no1	-1	-3	1	0.4	1	16	0	0.1	5
CCN1C(=O)[C@H]2[C@@H](c3ccc(C)cc3)N3C(=O)N(c4cccc(Br)c4)C(=O)[C@@]3(CC)[C@H]2C1=O	-3	-4	-9	-0.4	3	1	-5	0.2	-3
O=C(CNC(=O)c1cccnc1)N/N=C/c1ccc(O)cc1O	-3	0	3	1.0	1	27	-7	0.1	2
CC(C)(C)NC(=O)NC(=O)CN1CCN(c2ncc(C(F)(F)F)cc2Cl)CC1	4	2	3	3.9	-8	3	-3	0.0	6
Cc1ccsc1C(=O)Nc1ccc(O)c(-c2nc3ccccc3s2)c1	4	-6	0	0.8	6	4	17	0.3	3
Cc1oc(=O)c(NC(=O)c2ccccc2)cc1C(C)O (stereo not given)	3	1	-3	2.1	-1	6	-7	0.2	-5
O=C(Nc1ccc([N+](=O)[O-])cc1)Nc1ccc(N2CCOCC2)c2nonc12	2	1	0	-0.6	0	-1	-2	0.1	-6
COC(=O)c1ccc2c(=O)n(Cc3ccco3)c(SCC(=O)Nc3cc(C)on3)nc2c1	6	2	7	3.8	-3	5	3	0.0	-18
CC(C)(Oc1ccc(Cl)cc1)C(=O)OCC(=O)N1CCN(c2ccccc2)CC1	3	-6	0	0.2	-5	9	1	0.1	1
CN1CCC(N(C)C(=O)c2cc(-c3ccccc3Cl)nc3ccccc23)CC1	-5	2	x	4.1	x	8	x	0.2	14
COc1cc([N+](=O)[O-])cc2sc(NC(C)=O)nc12	-3	5	0	1.3	2	4	0	0.4	0
Cc1cc(NC(=O)NC(C)(C(F)(F)F)C(F)(F)F)no1	5	2	6	-1.0	2	-2	-1	-0.2	-1
Cc1cc(-c2nnc(CCC(=O)NC(c3ccccc3)c3ccccc3)o2)no1	-1	7	0	-3.1	2	3	-2	-0.2	-3
Cc1ccccc1CN1[C@@H]2c3ccccc3C[C@@H]2OCCS1(=O)=O	-4	-2	1	2.6	1	11	-16	-0.1	5
O=C(CCc1c[nH]c2ccccc12)NCCc1ccc(O)cc1	1	3	0	1.7	-2	-2	-11	0.0	-2
Cc1c(NC(=O)CN2CCN(c3ccc(O)cc3)CC2)c(=O)n(-c2ccccc2)n1C	-6	3	10	-1.1	2	6	2	0.0	2
CC(C)n1c(NCc2nc3ccccc3n2C)nc2ccccc21	0	-6	2	1.0	-1	-2	5	-0.1	0
O=C(Nc1ccc(Cl)cc1)c1cc(Br)ccc1OCC(=O)N1CCOCC1	-2	-20	0	4.0	-2	-2	5	-0.1	-30
CCCCOCCCN1CC(=O)N2[C@@H](Cc3c([nH]c4ccccc34)C2(C)C)C1=O	2	2	3	0.4	0	8	-3	0.1	-1
CSc1ccc(NC(=O)CC(C)=O)cc1	1	10	6	0.8	0	-1	2	0.1	-2
CS(=O)(=O)NCCSc1cc(C(F)(F)F)nc2ccccc12	-2	-1	0	2.5	1	-4	1	-0.1	23
O=C(CSc1ncnc2c1nnn2-c1ccc(F)cc1)NCc1ccco1	0	1	1	0.7	5	-1	10	0.0	10
c1ccc(Cn2nnc(-c3ccccc3)n2)cc1	2	13	0	2.9	-5	5	2	0.1	2
Cc1nc2sccn2c1-c1csc(NCc2ccccc2)n1	3	2	2	1.1	2	37	-8	-0.1	13
O=C(CN(CC1CCCO1)C(=O)CNS(=O)(=O)c1ccc(F)cc1)NCCc1ccccc1 (stereo not given)	-1	0	0	2.0	0	-1	-5	-0.1	-3
O=C(NCc1cccnc1)Nc1cccc(Cl)c1	6	-1	0	-1.1	2	-8	-2	-0.1	10
Cc1cccc(NC(=O)c2ccccc2NC(=O)c2ccccc2)n1	4	1	3	1.5	-1	12	1	0.0	6
